Screens from PubChem.
STEP block – blocks human striatal-enriched tyrosine phosphatase; P54829; recombinant STEP, OMFP fluorogenic substrate, fluorescence; inhibition, % at 20 µM; 0.25% of 360,000 active;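 active means inhibition at 20 µM, scaled per plate between control wells, above about 37%, limit read from the data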;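 further: 0% = DMSO with enzyme and substrate and 100% = substrate only without enzyme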
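medium = Bis-Tris buffer pH 6.0, 2.5 mM DTT, 0.005% Tween 20 | test system = STEP (striatal-enriched tyrosine phosphatase) enzyme, cell-free | measure = normalized % inhibition | compound dosing = 20 µM, 1% DMSO | also added = 25 µM OMFP | schedule = reaction 20 min, ambient temperature | measured by = fluorescence read at 480 nm ex / 540 nm em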
DNMT1 inh – blocks human DNA methyltransferase DNMT1 | P26358 | DNMT1 molecular beacon, Hinp1I cleavage, fluorescence | inhibition (reported as % activation of signal), % at 10 µM | 0.83% of 360,000 active | AID 588458; in the data active means inhibition above about 50%
SUMO1-SIM PPI – modulators of human SUMO1-mediated protein-protein interactions; P63165; SUMO1 binding to a labelled peptide, TR-FRET, 1 h; inhibition, % at 20 µM; 0.33% of 360,000 active; AID 602429; in the data active means inhibition above about 37%
Target sequence (P63165 whole entry, looked up): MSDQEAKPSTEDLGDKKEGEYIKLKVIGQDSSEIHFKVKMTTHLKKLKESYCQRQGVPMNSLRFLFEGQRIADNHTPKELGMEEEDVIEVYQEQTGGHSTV
MsrA inh – bovine MsrA inhibition; purified bovine MsrA, absorbance read-out; inhibition, % at 15.5 µM; 0.75% of 360,000 active; AID 651718; in the data active means inhibition above about 4.5%;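 further: 0% = vehicle wells with enzyme and 100% = reference inhibitor wells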
NadD inh – NadD (S. aureus) enzyme inhibition | 0.78% of 360,000 active | purified NadD enzyme, colorimetric absorbance read-out | inhibition, % at 20 µM | AID 602399; in the data active means inhibition above about 26%; further: some compounds past the cut are filed as inactive
Rpn11 block – blocks the human proteasome subunit Rpn11 | O00487 | human 26S proteasome, Ub4-pepOG fluorescence polarization; 20S core pre-blocked with epoxomicin | calls only at 20 µM | 0.59% of 360,000 active | AID 588493;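 active means inhibition at 20 µM, scaled to each plate's controls, above about 33%, limit read from the data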
Target sequence (O00487 whole entry, looked up): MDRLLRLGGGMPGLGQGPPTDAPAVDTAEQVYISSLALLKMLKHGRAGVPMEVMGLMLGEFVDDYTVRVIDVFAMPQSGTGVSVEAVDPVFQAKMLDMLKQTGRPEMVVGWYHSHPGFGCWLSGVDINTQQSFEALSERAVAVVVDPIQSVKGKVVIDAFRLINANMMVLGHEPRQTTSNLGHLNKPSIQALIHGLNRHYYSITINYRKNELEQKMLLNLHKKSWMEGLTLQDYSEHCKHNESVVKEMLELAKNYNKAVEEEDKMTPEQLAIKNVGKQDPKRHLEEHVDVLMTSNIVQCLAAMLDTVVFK
CSN deneddyl inh – CSN deneddylation inhibition; Q92905; Purified CSN, SCF-Nedd8-OG deneddylation, fluorescence polarization; AID 651999; inhibition, % at 12.5 µM; 0.38% of 360,000 active;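 active means pattern-corrected inhibition above about 35%, with an unprinted fluorescence ratio check between 0.5 and 1.5, limit read from the data, passing the limit was not always enough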;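 further: 0% = enzyme with substrate and 100% = substrate without enzyme; some results filed as inactive read as strong as hits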
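Assay system: purified human Csn5 enzyme expressed in HEK293T cells; measure: % inhibition; also added: SCFSkp2-Nedd8OG substrate at 10 nM final; technique: fluorescence polarization; times: reaction 90 min, room temperature; medium: Tris buffer pH 7.5, NaCl, DTT, Tween-20, trehalose, ovalbumin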
LMPTP inh – LMPTP (human) inhibition; inhibition, % at 20 µM; AID 651560; 0.22% of 360,000 active; P24666; recombinant LMPTP-A, OMFP fluorogenic substrate, fluorescence intensity;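 active means compounds that cut the enzyme signal by at least half of the control window in the single-dose screen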;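 further: plate controls were DMSO wells with enzyme plus substrate for no effect and substrate without enzyme for full effect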
Target sequence (P24666 whole entry, looked up): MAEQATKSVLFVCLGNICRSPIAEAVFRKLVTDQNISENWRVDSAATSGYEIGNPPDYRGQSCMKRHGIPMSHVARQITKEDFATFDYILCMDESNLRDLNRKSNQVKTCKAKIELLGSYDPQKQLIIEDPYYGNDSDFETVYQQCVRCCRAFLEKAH
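test system = LMPTP-A | amount = 0.625 nM LMPTP-A final | reagent = fluorogenic phosphatase substrate OMFP at 400 µM final | incubation = 50 min at room temperature | benchmarks = no-enzyme low control, uninhibited high control | medium = Bis-Tris pH 6.0, DTT, detergent | signal = fluorescence intensity of OMFP turnover product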
TbMetRS inhib – Trypanosoma brucei MetRS inhibition. AID 624268. purified T. brucei MetRS, ATP depletion, Kinase-Glo luminescence. inhibition, % at 11.9 µM. 0.4% of 360,000 active;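 active means inhibition above a per-plate cutoff of the control wells' mean inhibition plus 3 SD, cut at about 5.5% in these data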;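 further: 0% = DMSO wells median and 100% = median of wells with control inhibitor compound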
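Test system – parasite MetRS enzyme · Reagent – substrates ATP, L-methionine and bulk Escherichia coli tRNA · Doses – 11.9 µM compound single dose, 0.9% DMSO · Times – 15 min enzyme-compound preincubation, 2 h reaction, 10 min detection, 25 °C · Signal – Kinase-Glo luminescence, ATP depletion format · Controls – DMSO-only wells as low control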
Scp-1 inhibitor – Scp-1 (human) phosphatase inhibition; Q9GZU7; 0.88% of 340,000 active; Recombinant Scp1, phosphopeptide, malachite green phosphate absorbance; inhibition, % at 20 µM; AID 493091;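 active means inhibition above about 50% at 20 µM, limit read from the data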;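 further: plate controls were DMSO wells with enzyme for no effect and wells lacking enzyme for full effect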
Target sequence (Q9GZU7 76-261 limits assumed): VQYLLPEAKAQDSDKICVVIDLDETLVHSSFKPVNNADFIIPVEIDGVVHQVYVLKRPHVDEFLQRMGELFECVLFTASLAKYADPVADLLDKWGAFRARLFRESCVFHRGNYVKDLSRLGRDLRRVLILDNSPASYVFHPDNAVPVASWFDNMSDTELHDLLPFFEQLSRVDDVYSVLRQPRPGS
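Test system: SCP-1 phosphatase catalytic domain, residues 76-261 | Compound dosing: One concentration, 20 µM, with 1.0% DMSO | Schedule: 45 min room-temperature reaction, 5 min colour, 30 min stabiliser | Detection: Absorbance at 630 nm | Read-out basis: % inhibition of SCP-1 phosphate liberation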
Active calls of the source: *; i = inactive; . = no result given.

Screens by letter – A = STEP block; B = DNMT1 inh; C = SUMO1-SIM PPI; D = MsrA inh; E = NadD inh; F = Rpn11 block; G = CSN deneddyl inh; H = LMPTP inh; I = TbMetRS inhib; J = Scp-1 inhibitor
Cc1ccc(-n2nc3c(=O)n(CC(=O)NCc4ccccc4)nc(C)c3c2C)cc1
  A: -0.5	B: -0.2	C: 4.9	D: -0.4	E: -0.4	F: i	G: -1.0	H: -0.6	I: -0.3	J: -6.5
Cc1cc(-c2nn3c(C)nnc3s2)ccc1NC(=O)C(C)(C)C
  A: 1.5	B: 1.6	C: 2.2	D: 0.6	E: -0.8	F: i	G: -0.8	H: 0.8	I: -0.6	J: -17.8
O=S(=O)(Nc1cccc(F)c1)c1ccc(S(=O)(=O)N2CCOCC2)cc1
  A: -1.4	B: -0.4	C: -3.1	D: 1.1	E: -3.4	F: i	G: 0.4	H: -2.3	I: -0.2	J: .
Cc1c(S(=O)(=O)N2CCCCC2)c(=O)n(C)c(=O)n1C
  A: 0.4	B: 4.0	C: 2.0	D: -0.3	E: -4.3	F: i	G: 63.9*	H: -1.7	I: -0.5	J: -5.8
COc1cc(C)c(NC(=S)NCCCN2CCOCC2)cc1OC
  A: 5.2	B: 2.0	C: 1.8	D: -0.1	E: 2.1	F: i	G: -12.3	H: -1.7	I: -0.4	J: -6.2
CC1Oc2ccccc2C=C1/C=N/Nc1ccc(C(=O)O)cc1 (stereo not drawn)
  A: -0.2	B: 1.8	C: -15.1	D: 3.3	E: -9.4	F: i	G: -4.9	H: 2.7	I: -0.3	J: -14.0
COc1ccc(C(=O)OCC(=O)NCC2CCCO2)c(F)c1 (stereo not drawn)
  A: -2.9	B: 4.5	C: 2.4	D: -1.4	E: -8.5	F: i	G: -5.5	H: -1.3	I: -0.2	J: -2.2
O=C(CCc1ccccc1)NC(=S)Nc1cccc(C(=O)O)c1
  A: 3.6	B: 3.1	C: 0.1	D: 0.7	E: -8.9	F: i	G: -2.0	H: -2.4	I: -0.3	J: -17.0
CC1CN(C(=O)c2ccc(CNS(=O)(=O)c3cccc(Cl)c3)cc2)CC(C)O1 (stereo not drawn)
  A: -0.3	B: -1.5	C: -0.9	D: -1.4	E: -3.1	F: i	G: -2.7	H: -0.5	I: 0.0	J: -4.5
Cc1ccc(-n2cnc(N)c2C(=O)c2cccc([N+](=O)[O-])c2)cc1
  A: -3.6	B: -4.0	C: -25.1	D: 1.4	E: -5.1	F: i	G: 3.4	H: -1.7	I: -0.5	J: 2.3
O=C1C(Cl)=C(Oc2ccccc2)C(=O)c2ccccc21
  A: -0.3	B: 78.2*	C: 5.9	D: 0.5	E: 10.0	F: i	G: 6.3	H: -0.3	I: -0.3	J: -6.7
CCSc1ncc(Cl)c(C(=O)N(Cc2ccc(N(C)C)cc2)C2CCS(=O)(=O)C2)n1 (stereo not drawn)
  A: -2.5	B: -7.1	C: 1.3	D: 3.2	E: 7.3	F: i	G: -0.4	H: 2.7	I: -1.3	J: 7.2
O=C(COc1ccccc1-c1ccccc1)NN=C1CCCC1
  A: -1.6	B: -3.0	C: 4.2	D: 1.4	E: -6.6	F: i	G: -1.9	H: -0.3	I: -0.7	J: -6.0
O=c1cc(CN2CCCC2)c2c(ccc3ccccc32)o1
  A: -2.2	B: 3.4	C: -24.0	D: 0.2	E: -1.2	F: i	G: 2.3	H: -0.9	I: -0.5	J: .
O=C(c1cc(-c2cccc(O)c2)on1)N1CCOCC1
  A: -3.5	B: 0.9	C: 0.3	D: 0.8	E: -0.7	F: i	G: -0.9	H: -1.0	I: -0.8	J: -4.8
CC(C)C[C@@H](CN1CCC[C@@H]1CN1C(=S)NC[C@@H]1Cc1ccc(O)cc1)N1C[C@H](Cc2ccccc2)N(CCc2ccccc2)C1=S
  A: 3.7	B: -18.0	C: 4.6	D: .	E: 23.0	F: i	G: 0.9	H: 1.9	I: -0.8	J: .
Cc1c(CCC(=O)N2CCC[C@H]2C(=O)O)c(=O)oc2c(C)c3oc4c(c3cc12)CCCC4
  A: 1.9	B: -1.4	C: 27.7	D: 1.7	E: 1.8	F: i	G: 3.7	H: 1.7	I: -2.1	J: 4.2
O=[N+]([O-])c1ccccc1CN1CCN(S(=O)(=O)c2ccccc2)CC1
  A: 0.0	B: 3.6	C: -2.8	D: -1.0	E: -8.3	F: i	G: 1.1	H: -1.3	I: -0.7	J: -8.9
CCOc1ccc(C(=O)CSc2nnc3ccccn23)cc1
  A: 8.1	B: -2.1	C: -2.3	D: 0.1	E: -0.2	F: i	G: 0.7	H: -0.1	I: 0.0	J: 2.0
Cc1ccc(C(CC(=O)O)Nc2nc(N3CCCCC3)nc(N3CCCCC3)n2)cc1 (stereo not drawn)
  A: 0.1	B: 0.6	C: 2.4	D: -0.1	E: 8.1	F: i	G: -3.0	H: -1.5	I: -1.2	J: 7.0
CCN(CC)S(=O)(=O)c1ccc(-c2nnc(SCC(C)=O)o2)cc1
  A: -1.9	B: 2.7	C: 1.7	D: 0.9	E: -0.7	F: i	G: 3.6	H: -1.6	I: -0.6	J: -4.0
COc1ccc(NCC(=O)n2c(C)c(C)c3ccccc32)cc1
  A: 0.4	B: -3.6	C: -4.3	D: 0.1	E: 0.7	F: i	G: -3.9	H: -1.4	I: 0.0	J: -8.9
CCCn1c(N)c(N2CCCCC2)c(=O)n(CC(=O)Nc2ccccc2C(F)(F)F)c1=O
  A: 2.0	B: -2.3	C: -1.6	D: -0.3	E: -2.7	F: i	G: 2.8	H: -0.2	I: -0.2	J: 2.6
Cc1nc(C(F)(F)F)ccc1C(=O)NN1CCOCC1
  A: 0.3	B: 1.2	C: 1.1	D: .	E: 1.5	F: i	G: 1.0	H: 0.1	I: -0.5	J: -2.8

A stretch from further up, for reference:
Screens by letter – A = STEP block; B = DNMT1 inh; C = SUMO1-SIM PPI; D = MsrA inh; E = NadD inh; F = Rpn11 block; G = CSN deneddyl inh; H = LMPTP inh; I = TbMetRS inhib; J = Scp-1 inhibitor
Cc1ccc(-n2nc3c(=O)n(CC(=O)NCc4ccccc4)nc(C)c3c2C)cc1
  A: -0.5	B: -0.2	C: 4.9	D: -0.4	E: -0.4	F: i	G: -1.0	H: -0.6	I: -0.3	J: -6.5
Cc1cc(-c2nn3c(C)nnc3s2)ccc1NC(=O)C(C)(C)C
  A: 1.5	B: 1.6	C: 2.2	D: 0.6	E: -0.8	F: i	G: -0.8	H: 0.8	I: -0.6	J: -17.8
O=S(=O)(Nc1cccc(F)c1)c1ccc(S(=O)(=O)N2CCOCC2)cc1
  A: -1.4	B: -0.4	C: -3.1	D: 1.1	E: -3.4	F: i	G: 0.4	H: -2.3	I: -0.2	J: .
Cc1c(S(=O)(=O)N2CCCCC2)c(=O)n(C)c(=O)n1C
  A: 0.4	B: 4.0	C: 2.0	D: -0.3	E: -4.3	F: i	G: 63.9*	H: -1.7	I: -0.5	J: -5.8
COc1cc(C)c(NC(=S)NCCCN2CCOCC2)cc1OC
  A: 5.2	B: 2.0	C: 1.8	D: -0.1	E: 2.1	F: i	G: -12.3	H: -1.7	I: -0.4	J: -6.2
CC1Oc2ccccc2C=C1/C=N/Nc1ccc(C(=O)O)cc1 (stereo not drawn)
  A: -0.2	B: 1.8	C: -15.1	D: 3.3	E: -9.4	F: i	G: -4.9	H: 2.7	I: -0.3	J: -14.0
COc1ccc(C(=O)OCC(=O)NCC2CCCO2)c(F)c1 (stereo not drawn)
  A: -2.9	B: 4.5	C: 2.4	D: -1.4	E: -8.5	F: i	G: -5.5	H: -1.3	I: -0.2	J: -2.2
O=C(CCc1ccccc1)NC(=S)Nc1cccc(C(=O)O)c1
  A: 3.6	B: 3.1	C: 0.1	D: 0.7	E: -8.9	F: i	G: -2.0	H: -2.4	I: -0.3	J: -17.0
CC1CN(C(=O)c2ccc(CNS(=O)(=O)c3cccc(Cl)c3)cc2)CC(C)O1 (stereo not drawn)
  A: -0.3	B: -1.5	C: -0.9	D: -1.4	E: -3.1	F: i	G: -2.7	H: -0.5	I: 0.0	J: -4.5
